DNMT1 block – DNMT1 (human) enzyme inhibition; DNMT1 molecular beacon, Hinp1I cleavage, fluorescence; AID 588458; inhibition (reported as % activation of signal), % at 10 µM; 360,000 compounds, 0.83% hits; in the data active means inhibition above about 50%
SUMO1 PPI mod – alters human SUMO1 binding to SIM partners. inhibition, % at 20 µM. SUMO1 binding to a labelled peptide, TR-FRET, 1 h. P63165. 360,000 compounds, 0.33% hits; in the data active means inhibition above about 37%
NRP1-CendR mod – alters CendR peptide binding to human NRP-1; 360,000 compounds, 0.85% hits; O14786; AID 602438; FAM-RPARPAR peptide binding to NRP-1, fluorescence polarization; inhibition, % at 25 µM;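 active means inhibition or corrected inhibition above about 18%, plus a signal ratio from 0.5 to 1.5, limit read from the data, passing the limit was not always enough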; further: strong numbers were not always called active
Tb MetRS inh – blocks T. brucei methionyl-tRNA synthetase activity | AID 624268 | purified T. brucei MetRS, ATP depletion, Kinase-Glo luminescence | 360,000 compounds, 0.4% hits | inhibition, % at 11.9 µM;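 active means inhibition above a per-plate cutoff of the control wells' mean inhibition plus 3 SD, cut at about 5.5% in these data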;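 further: 0% = DMSO wells median and 100% = median of wells with control inhibitor compound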
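Measured by: Kinase-Glo luciferase luminescence reporting remaining unconsumed ATP. Material: purified T. brucei MetRS enzyme. Doses: 11.9 µM compound single dose, 0.9% DMSO. Medium: HEPES buffer containing pyrophosphatase, BSA, spermine, DTT. Times: 15 min preincubation, 2 h reaction, all 25 °C. Reagent: methionine, ATP and bulk E. coli tRNA.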
SKN-1 block – blocks SKN-1 activity in C. elegans | C. elegans VP596 Pgst-4::GFP/RFP ratio, acrylamide-induced, 24 h | inhibition, % at 21.8 µM | 360,000 compounds, 0.49% hits;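 active means interference check ratio from 0.5 to 1.5 plus GFP to RFP signal ratio inhibition reaching or exceeding a fixed threshold, cut at about 30% in these data, passing the limit was not always enough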; further: some compounds called inactive have numbers as strong as hits
Scp-1 inhibitor – blocks human Scp-1 phosphatase activity. Q9GZU7. Recombinant Scp1, phosphopeptide, malachite green phosphate absorbance. inhibition, % at 20 µM. 340,000 compounds, 0.88% hits. AID 493091;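 active means inhibition above about 50% at 20 µM, limit read from the data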;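 further: plate controls were DMSO wells with enzyme for no effect and wells lacking enzyme for full effect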
Target sequence (Q9GZU7 76-261 limits assumed): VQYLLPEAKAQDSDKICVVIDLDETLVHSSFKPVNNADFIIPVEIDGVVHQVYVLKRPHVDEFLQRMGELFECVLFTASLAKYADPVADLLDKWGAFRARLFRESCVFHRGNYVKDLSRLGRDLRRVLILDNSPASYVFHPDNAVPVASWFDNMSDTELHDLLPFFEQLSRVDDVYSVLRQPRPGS
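Test system – truncated SCP-1 phosphatase (76-261aa) · Reagent – Phosphorylated 17-residue peptide substrate · Incubation – 45 min room-temperature reaction, 5 min colour, 30 min stabiliser · Detection – colorimetric phosphate reagent with accelerator and stabiliser, absorbance at 630 nm · Measure – % inhibition at 20 µM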
STEP inh – STEP (human) phosphatase inhibition | recombinant STEP, OMFP fluorogenic substrate, fluorescence | 360,000 compounds, 0.25% hits | AID 588621 | P54829 | inhibition, % at 20 µM;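 active means inhibition at 20 µM, scaled per plate between control wells, above about 37%, limit read from the data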;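 further: 0% = DMSO with enzyme and substrate and 100% = substrate only without enzyme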
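material = STEP tyrosine phosphatase | reagent = fluorogenic phosphatase substrate OMFP at 25 µM final | doses = single compound dose of 20 µM, 1% DMSO final | schedule = 20 min reaction, room temperature, in the dark | measured by = fluorescence, 480/540 nm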
LMPTP block – blocks human LMPTP phosphatase | P24666 | recombinant LMPTP-A, OMFP fluorogenic substrate, fluorescence intensity | inhibition, % at 20 µM | 360,000 compounds, 0.22% hits | AID 651560;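 active means compounds that cut the enzyme signal by at least half of the control window in the single-dose screen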;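 further: plate controls were DMSO wells with enzyme plus substrate for no effect and substrate without enzyme for full effect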
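Test system: LMPTP-A, protein tyrosine phosphatase of low molecular weight; Input: 0.625 nM enzyme; Incubation: 50 min dark incubation at room temperature; Signal: endpoint fluorescence intensity from OMFP dephosphorylation; Read-out basis: % inhibition versus control wells.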
NadD block – NadD (S. aureus) enzyme inhibition; purified NadD enzyme, colorimetric absorbance read-out; AID 602399; inhibition, % at 20 µM; 360,000 compounds, 0.78% hits; in the data active means inhibition above about 26%; further: some compounds past the cut are filed as inactive
Neddylation inh – blocks human cullin neddylation | calls only at 25 µM | P61081+Q13564 | TR-FRET cullin neddylation, biochemical | 360,000 compounds, 0.58% hits; in the data active means inhibition above about 36%
Target sequence (P61081 whole entry, looked up): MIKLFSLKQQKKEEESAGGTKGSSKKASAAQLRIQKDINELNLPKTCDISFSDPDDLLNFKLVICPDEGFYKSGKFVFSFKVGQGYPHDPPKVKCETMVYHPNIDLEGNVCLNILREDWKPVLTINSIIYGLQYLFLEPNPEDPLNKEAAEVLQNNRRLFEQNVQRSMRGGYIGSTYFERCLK
Target sequence (Q13564 whole entry, looked up): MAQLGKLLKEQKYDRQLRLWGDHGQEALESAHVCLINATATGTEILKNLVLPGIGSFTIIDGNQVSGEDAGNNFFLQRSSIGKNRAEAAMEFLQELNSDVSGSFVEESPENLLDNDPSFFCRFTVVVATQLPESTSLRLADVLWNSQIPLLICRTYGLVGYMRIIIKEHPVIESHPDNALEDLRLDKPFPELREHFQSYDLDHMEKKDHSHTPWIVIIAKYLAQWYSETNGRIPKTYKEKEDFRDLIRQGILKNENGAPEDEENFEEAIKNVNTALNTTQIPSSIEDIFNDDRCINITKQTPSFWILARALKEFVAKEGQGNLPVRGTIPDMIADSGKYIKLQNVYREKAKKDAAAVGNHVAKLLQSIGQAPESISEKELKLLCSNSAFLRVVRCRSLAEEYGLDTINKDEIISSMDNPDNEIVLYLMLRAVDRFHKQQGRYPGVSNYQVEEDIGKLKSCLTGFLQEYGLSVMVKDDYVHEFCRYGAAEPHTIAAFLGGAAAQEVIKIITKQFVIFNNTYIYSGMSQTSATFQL
* hit, by the source's call; i = inactive; . = not tested or not shown.

Molecule,DNMT1 block,SUMO1 PPI mod,NRP1-CendR mod,Tb MetRS inh,SKN-1 block,Scp-1 inhibitor,STEP inh,LMPTP block,NadD block,Neddylation inh
Cc1nc(SC2CC(=O)N(c3cc(Cl)cc(Cl)c3)C2=O)nc2c1CCCC2 (stereo unspecified),-3,7,0,0.1,30,0,-3,4.0,16,i
CCCCc1nccn1CCn1ccnc1CCCC,-4,1,-1,0.2,8,-2,2,-2.4,0,i
CCCCn1nc(C(=O)NC2CCCCCC2)c2ccccc2c1=O,1,0,1,-0.3,-5,-8,2,1.2,-1,i
Cc1cc(C)c(NC(=O)C2=CCN(S(=O)(=O)c3ccc(F)cc3)CC2)c(C)c1,-5,3,10,-0.1,5,-12,3,-0.4,-2,i
Cc1ccc(-c2cc3onc(-c4ccccc4)c3c(=O)n2C)cc1,0,4,12,0.3,2,-4,0,1.6,-7,i
CCc1ccc(C(O)(c2ccccc2OC)C(CN2CCOCC2)c2ccccc2)cc1 (stereo unspecified),0,-3,6,-0.3,0,-12,5,-0.9,-11,i
COc1ccc(C(=O)Nc2ccc(S(=O)(=O)Nc3ncccn3)cc2)cc1OC,2,2,3,-0.4,-4,-7,-3,1.1,0,i
CC1=C(C(=O)N(C(C)C)C(C)C)CC(CC(=O)NCc2cccc3ccccc23)C(=O)N1Cc1ccc(C(C)(C)C)cc1 (stereo unspecified),-20,2,-8,-1.1,-5,.,2,8.1,10,i
CCOc1ccc(/C=N/NC(=O)C(=O)NCc2ccco2)cc1,5,-2,4,-0.3,-2,-11,-1,-5.6,-7,i
O=C(O)c1ccccc1C(=O)Nc1ccccc1[N+](=O)[O-],-1,-22,6,0.1,-4,6,3,0.7,-3,i
CCN(CC)S(=O)(=O)c1ccc(OC)c(NC(=O)c2ccc([N+](=O)[O-])cc2)c1,0,-9,-15,-0.5,0,-5,0,0.5,-13,i
C=CCNc1cccc(Br)c1,1,4,19,-0.3,8,-3,-1,-1.4,0,i
O=C(C#Cc1ccccc1)Nc1ccccc1F,1,1,5,1.5,2,-8,0,0.0,-5,i
CC(=O)Cn1cnc2c(sc3nc(C)cc(C)c32)c1=O,1,-9,-5,-0.6,5,-8,-2,-1.5,2,i
CCS(=O)(=O)NCc1ccc2c(c1)cc(C)n2C,-7,-21,11,-0.1,18,-19,-3,1.8,0,i
CCCC(=O)Nc1nnc(S(=O)(=O)N2CCCCCC2)s1,9,0,3,-0.6,-6,-3,0,-0.2,-1,i
COc1ccc(C2CC(=O)C(C=NCCCO)=C(O)C2)cc1 (stereo unspecified),-3,6,12,0.0,26,-1,-1,0.9,-6,i
CC(C)C[C@H]1CNC(=S)N1C[C@H]1CCCN1C[C@H](Cc1ccc(O)cc1)N1C[C@H](Cc2ccccc2)N(CCc2ccccc2)C1=S,-14,0,1,-0.8,6,.,0,3.4,12,i
COCCCn1c(C(=O)N2CCOCC2)cc2c(=O)n3cccc(C)c3nc21,-2,-13,18,-0.3,9,-9,2,0.5,-8,.
Cn1c(C(=O)Nc2ccc3c(c2)OCCO3)cc2c(=O)n(C)c3ccccc3c21,-5,-3,-10,0.2,7,-7,-1,1.9,1,i
Cc1ccc(NC(=O)CN2CCCCCC2)c(Br)c1,-5,2,4,0.3,5,-8,-1,-0.7,-3,i
CCC[C@@H]1C=C(C(=O)OCC)[C@H](c2ccccc2)N1S(=O)(=O)c1ccc(C)cc1,3,0,20,-1.1,0,.,2,2.1,6,i
CSCCC(NC(=O)c1ccco1)C(=O)O (stereo unspecified),0,-2,3,-0.5,-7,2,-1,-1.4,-2,i
CC(C)N(C(=O)COC(=O)CNC(=O)c1ccc(Br)cc1)c1ccccc1,5,-1,5,-1.1,-1,2,-1,-1.1,0,i
CCOC(=O)c1c(NC(=O)Cn2nnc(-c3ccc(Cl)cc3)n2)sc(C)c1C,4,4,4,-0.2,8,-10,3,1.3,0,i
CCOC(=O)Cn1nc(C)cc1NC(=O)c1cccnc1,-1,0,5,-1.3,-6,-1,-3,-0.6,1,i
CC(C)NC(=O)c1cc(-c2ccco2)nn1-c1ccc(Cl)cc1,36,3,-16,-0.2,2,22,2,3.0,9,i
Cc1ccc(S(=O)(=O)N(C)CC(=O)N2CCN(C(=O)c3ccco3)CC2)cc1,3,-1,1,0.0,22,-5,1,-0.5,-3,i
CCOc1ccc(CNC(=O)C2CCN(C(=O)N3CC(C)Oc4ccccc43)CC2)cc1 (stereo unspecified),-7,-1,-8,0.6,-7,-17,-2,-1.7,1,i
COCCn1c(=O)[nH]c2cc(C(=O)NCCN3CCN(c4ccccc4)CC3)ccc2c1=O,-1,0,2,-1.0,-5,-7,-3,-1.0,-8,i

Among those listed so far, three have a Cl atom:
Molecule,DNMT1 block,SUMO1 PPI mod,NRP1-CendR mod,Tb MetRS inh,SKN-1 block,Scp-1 inhibitor,STEP inh,LMPTP block,NadD block,Neddylation inh
Cc1nc(SC2CC(=O)N(c3cc(Cl)cc(Cl)c3)C2=O)nc2c1CCCC2 (stereo unspecified),-3,7,0,0.1,30,0,-3,4.0,16,i
CCOC(=O)c1c(NC(=O)Cn2nnc(-c3ccc(Cl)cc3)n2)sc(C)c1C,4,4,4,-0.2,8,-10,3,1.3,0,i
CC(C)NC(=O)c1cc(-c2ccco2)nn1-c1ccc(Cl)cc1,36,3,-16,-0.2,2,22,2,3.0,9,i

More structures.
Molecule,DNMT1 block,SUMO1 PPI mod,NRP1-CendR mod,Tb MetRS inh,SKN-1 block,Scp-1 inhibitor,STEP inh,LMPTP block,NadD block,Neddylation inh
CC1CCc2cc(F)ccc2N1C(=O)CCl (stereo unspecified),2,0,13,-0.2,0,-3,-1,-1.8,-2,i
Cc1cccc(COC[C@H](Cc2ccccc2)N2CCN(C(=O)c3ccc(C(F)(F)F)cc3)CCC2=O)c1,.,-1,-12,-1.0,2,.,.,2.7,0,i
O=C(c1ccc(=O)oc1)N1CCN(c2ccc(F)cc2)CC1,19,6,-16,0.2,7,4,0,-2.0,3,i
Cc1ccc(NC(=O)CSc2nc3ccccc3c3nc(CCn4cncc4C)nn23)c(C)c1,7,1,-7,0.1,-1,-8,2,15,-8,i
O=C(COC(=O)Cc1ccccc1F)Nc1ccc(F)cc1F,1,-1,11,-0.1,17,-1,1,0.5,-2,i
CCOC(=O)C1(C)C(C(=O)OC)=C(c2ccc(OC)cc2)c2ccccc2N1C(=O)OC (stereo unspecified),3,-2,6,0.7,4,96*,-3,0.4,22,i
C=CCN(c1ccccc1OC)S(=O)(=O)c1cccc(C(=O)Nc2nnc(C3CC3)s2)c1,-6,1,10,-0.2,-12,-10,4,0.8,11,i
CCN(CC)c1ccc(-c2nc3cnccc3n2C)cc1,0,-2,1,-0.8,25,-5,-1,0.3,-7,.
COc1ccc(-c2csc(NC(=O)C3CCCCN3S(=O)(=O)c3ccccc3)n2)cc1 (stereo unspecified),-9,0,14,-1.6,0,-3,1,0.6,0,i
COCCCN1C(=O)N(c2ccc(F)cc2)C(=O)C1CC(=O)Nc1ccccc1 (stereo unspecified),-1,-2,5,-0.5,6,-7,-1,-1.2,-1,i
CC1CCCC(C)N1C(=O)CSc1nnnn1C1CCCC1 (stereo unspecified),-1,-3,5,-1.0,-2,-1,-2,-1.9,-7,i
O=C(COc1ccccc1)Nc1cccc(-c2nc3cc4ccccc4cc3[nH]2)c1,-18,-5,-11,-1.9,2,1,0,4.0,21,.
Cc1nc(SCc2nc3ccccc3[nH]2)c2oc3cc([N+](=O)[O-])ccc3c2n1,-4,-27,-1,-0.2,-15,0,5,3.2,6,i
O=S(=O)(c1ccc(F)cc1)c1nc(-c2ccc(F)cc2)oc1NCCN1CCOCC1,0,1,-14,-1.2,-4,-12,1,-0.5,-4,i
Cc1onc(-c2ccccc2)c1C(=O)Nc1nnc(CC(C)(C)C)s1,0,2,-5,-0.3,-3,-5,0,0.5,-5,i
Cc1ccc(Cl)cc1N1CCN(Cc2nnnn2Cc2ccco2)CC1,-6,-2,3,0.0,-5,6,1,0.3,1,i
CCOC(=O)N1CCN(C(=S)NC(=O)c2c(-c3c(Cl)cccc3Cl)noc2C)CC1,3,-3,4,-1.6,0,-4,1,-1.5,4,i
CCOC(=O)[C@H]1[C@H]2COc3cc(OC)ccc3[C@@H]2N2C(=O)c3cc(F)c(F)cc3NC(=O)[C@@]12C,1,-2,6,-0.3,-4,5,-1,-0.2,-5,i

Reformatted with the structure last: part of the list above
DNMT1 block,SUMO1 PPI mod,NRP1-CendR mod,Tb MetRS inh,SKN-1 block,Scp-1 inhibitor,STEP inh,LMPTP block,NadD block,Neddylation inh,SMILES
-4,-27,-1,-0.2,-15,0,5,3.2,6,i,Cc1nc(SCc2nc3ccccc3[nH]2)c2oc3cc([N+](=O)[O-])ccc3c2n1
0,1,-14,-1.2,-4,-12,1,-0.5,-4,i,O=S(=O)(c1ccc(F)cc1)c1nc(-c2ccc(F)cc2)oc1NCCN1CCOCC1

Records above marked active in Scp-1 inhibitor:
Molecule,DNMT1 block,SUMO1 PPI mod,NRP1-CendR mod,Tb MetRS inh,SKN-1 block,Scp-1 inhibitor,STEP inh,LMPTP block,NadD block,Neddylation inh
CCOC(=O)C1(C)C(C(=O)OC)=C(c2ccc(OC)cc2)c2ccccc2N1C(=O)OC (stereo unspecified),3,-2,6,0.7,4,96*,-3,0.4,22,i

The order is random (roughly 4.6% active in at least one column).
